High-throughput results deposited in PubChem by National Center for Advancing Translational Sciences (NCATS).
MCF10A rerep = A quantitative high throughput screen for small molecules that induce DNA re-replication in MCF 10a normal breast cells; MCF 10A DNA re-replication, Hoechst nuclear intensity, 48 h; Potency, µM (titrated, usually from 46.1 µM), for the others: at the highest dose activity, positive = re-replication, actives largely listed as activators; 2.9% of 350,000 active; AID 624296, 2012; further: potency means the concentration at half of the fitted maximal effect; % of control where 0% means no effect; nearly all actives have a fitted effect of over 50% in size
Nrf2 ARE act = qHTS of Nrf2 Activators; AID 624171, 2012; Potency, µM (titrated, usually from 46.1 µM), inactives show at the top dose activation, most hits filed as activators; AREc32 ARE-luciferase reporter (MCF7-derived line), luminescence, 24 h; 0.31% of 410,000 active; further: potency means the concentration at half of the fitted maximal effect; % of control where 0% means no effect; nearly all actives have a fitted effect of over 65% in size
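ARE activation measured as luciferase luminescence (Steady-Glo, 30 min RT) in AREc32_Fluc cells after 24 hr compound exposure at 37 deg C, 5% CO2; cells seeded overnight at 1000/well in OPTI-MEM, 5% FBS.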
A549 tox = Nrf2 qHTS screen for inhibitors: counterscreen for cytotoxicity | A549 ARE-Fluc cells, CellTiter-Fluor viability, 18-24 h | 0.16% of 390,000 active | Potency, µM (highest dose often 46 µM), inactives show at the highest dose activity change, negative = cytotoxicity, usual class: inhibitors | AID 504648, 2011; further: potency means the concentration at half of the fitted maximal effect; on the % scale 0 is the no-effect control and ±100 the full control effect
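A549 ARE_Fluc cells in 5% FBS OPTI-MEM were exposed to compounds in concentration-response for 18-24 h at 37 deg C. Viability was read by CellTiter-Fluor fluorescence (Ex 405/Em 525) after 30 min, before the luciferase read.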
HepG2 tox = qHTS for Inhibitors of TGF-b: Cytotox Counterscreen. 0.76% of 410,000 active. HepG2 CAGA-GFP viability, ATP luminescence, 18 h. AID 588856, 2011. Potency, µM (titrated, usually from 46.1 µM), without a hit: at the top dose activity change, negative = cytotoxicity, usual class: cytotoxic; further: potency means the concentration at half of the fitted maximal effect; some results filed as inactive show a strong effect at the top dose
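CellTiter-Glo luminescence gave cytotoxicity after 18 hours at 37 degrees C. The cells were HepG2 CAGA-GFP in 1% FBS DMEM, stimulated with 500 pg/mL TGF-beta after compound addition. %Activity was normalised to no-cell wells (complete cell-killing) and DMSO (no toxicity), and curves were fitted and classified.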
ATXN2 expr inh = Primary qHTS for Inhibitors of ATXN expression; HEK-293 ATXN2-luciferase reporter, luminescence, 24 h; Potency, µM (titrated, usually from 57 µM), for inactives: top-dose activity change, negative = inhibition, most hits filed as inhibitors; 0.72% of 360,000 active; AID 1745845, 2022; further: potency means the concentration at half of the fitted maximal effect; on the % scale 0 is the no-effect control and ±100 the full control effect; nearly all actives have a fitted effect of over 55% in size
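qHTS (up to 57 uM final) was run with 24 h compound exposure of reporter cells at 37 °C. Each well was multiplexed: SteadyGlo luminescence measured ATXN2-luciferase expression after a fluorogenic Gly-Phe-AFC viability readout (25 uM final).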
S2 tox = Viability Counterscreen for Primary qHTS for Inhibitors of ATXN expression | S2 cells (HEK-293 line with an ATXN2-luciferase reporter) viability, CellTiter-Fluor protease fluorescence, 24 h | Potency, µM (top dose mostly 56.7 µM), hits mostly cytotoxic | 0.49% of 400,000 active | AID 651635, 2014; further: potency means the concentration at half of the fitted maximal effect; nearly all actives have a fitted effect of over 40% in size
TGFb inhibitor = qHTS for Inhibitors of TGF-b | HepG2 CAGA-GFP TGF-b/SMAD3 reporter, GFP fluorescence, 18 h; TGF-beta stimulated, 500 pg/mL final | Potency, µM (highest dose often 46.1 µM), for inactives: top-dose activity, negative = inhibition, usual class: inhibitors | 1.2% of 410,000 active; further: potency means the concentration at half of the fitted maximal effect; on the % scale 0 is the no-effect control and ±100 the full control effect; nearly all actives have a fitted effect of over 65% in size
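Read-out: total well GFP (ex488/em500-530) summed from mean per-cell fluorescence. Cells: HEPG2 CAGA-GFP, 1% FBS DMEM, 18 h at 37 degrees C with 500 pg/mL final TGF-beta. Unstimulated wells served as the full-inhibition control; stimulated DMSO wells = 0%.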
IL1B secr inh = qHTS for Inhibitors of Inflammasome Signaling: IL-1-beta AlphaLISA Primary Screen; 4.7% of 360,000 active; activity change, % at 57.5 µM; AID 743279, 2014; THP-1 LPS/ATP IL-1B secretion, AlphaLISA, 16 h; stronger effect = lower value; in the data active means activity change below about -50%; inconclusive means mostly about -30% to -49%; further: on the % scale 0 is the no-effect control and ±100 the full control effect
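Secreted IL-1B measured by AlphaLISA bead assay after 16 h compound exposure of THP-1 cells; compounds (final up to 57.5 uM) added 1 h before LPS (250 ng/mL) and ATP (1.25 mM) stimulation; lower signal means less secretion.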
Nrf2 block = Nrf2 qHTS screen for inhibitors; Potency, µM (top dose mostly 46 µM), inactives show top-dose activity change, negative = inhibition, hits mostly inhibitors; AID 504444, 2011; 2.1% of 360,000 active; A549 ARE-Fluc reporter, luciferase luminescence, 18-24 h; further: potency means the concentration at half of the fitted maximal effect; on the % scale 0 is the no-effect control and ±100 the full control effect; nearly all actives have a fitted effect of over 60% in size
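Nrf2 function is reported as luminescence of an ARE-controlled luciferase in A549 cells. Compounds were tested at several concentrations, and a CellTiter-Fluor read on the same wells flagged cytotoxicity.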
* = called active by the depositor; i = inactive; ? = inconclusive; . = not tested or not shown; & = joins results of further samples; [ ] = remark or other dose. Unless noted, the call rests on the fitted dose curve; in most records, active means well fitted curve in the direction sought with a large enough effect; inconclusive means small, poorly fitted or top-dose-only effect, or another doubt; inactive means no such curve, though single readings can be large; an effect the other way counts as inactive or inconclusive.

SMILES	MCF10A rerep	Nrf2 ARE act	A549 tox	HepG2 tox	ATXN2 expr inh	S2 tox	TGFb inhibitor	IL1B secr inh	Nrf2 block
CCCCC(=O)NC(=S)NNC(=O)c1ccc(OC)cc1	-1%	2.7%	-18%	0%	.	i	-3%	205	?
O=C(O)CNS(=O)(=O)c1ccc(C2CCCCC2)cc1	-5%	-0.4%	1%	18%	-8%	i	25%	0	2%
CC(C)Cn1c(SCC(=O)c2ccc(Cl)s2)nnc1-c1ccco1	8%	-0.2%	.	-6%	4%	i	-5%	-5	-18%
Cc1ccc(NC(=O)Cc2c(O)c3ccccc3[nH]c2=O)c(C)c1	14%	-0.9%	-2%	36%	9%	i	-4%	25	-10%
COc1ccc(-c2nn(-c3ccccc3)cc2N)cc1	0%	4.0%	-2%	4%	94%[activator]	i	-11%	?	?
CC(=O)c1nn(-c2cccc(Cl)c2)cc1C(=O)c1ccco1	6%	12%	-1%	11%	-1%	i	-4%	-21	.
COc1cccc(CNC(=O)C2CCCCN2S(=O)(=O)c2ccc(F)cc2)c1 (stereo unspecified)	.	4.0%	1%	-23%	-10%	i	-20%	.	?
O=C(CN1C(=O)CCC1=O)Nc1nc(-c2ccc(Oc3ccccc3)cc2)cs1	?	0.4%	1%	-5%	3%	i	0%	52	-25%
CCCCNc1nnc(SCC(=O)N2CCN(S(=O)(=O)c3ccc4ccccc4c3)CC2)s1	1%	1.7%	-7%	-17%	-17%	i	-23%	-54*	-26%
O=C(OCC(O)CO)c1ccccc1Nc1ccnc2cc(Cl)ccc12 (stereo unspecified)	-40%[inhibitor]	11%	-3%	-2%	-11%&-13%	i	0%	-83*	4%
COCC(C)NC(=O)COc1ccc(Cl)cc1Cl (stereo unspecified)	-4%	0.3%	-7%	2%	0%	i	-7%	-23	?
Cc1c(C(=O)Nc2ccccc2-c2ccccc2)cccc1[N+](=O)[O-]	18%	0.4%	4%	-2%	-9%	i	15%	-9	.
Cc1ccc(CSc2nc3c(c(=O)[nH]2)C(c2ccncc2)C2=C(CCCC2=O)N3)cc1 (stereo unspecified)	4%	0.2%	-4%	-22%	-13%	i	-5%	?	-6%
Cc1nn(C)c2c1c(C(F)(F)F)cc(=O)n2C(C)C(=O)NCc1ccc(Cl)cc1 (stereo unspecified)	.	0.2%	-1%	-1%	-6%	i	-8%	.	8%
Cc1c(C(=O)N2CCc3ccccc32)oc2c1C(=O)CC(C)(C)C2	?	3.3%	0%	3%	88%[activator]	i	-8%	-12	.
CCC(=O)NC1(Cc2ccc(O)cc2)CCCCC1	-3%	0.6%	1%	11%	0%	i	12%	0	-4%
Cn1c(-c2ccccc2)c(/C=N/NC(=O)c2ccc(O)cc2)c2ccccc21	6%	9.6%	-8%	-16%	.	?	?	?	?
CCOc1cc(C(=O)Nn2cnnc2)cc(OCC)c1OCC	-40%[inhibitor]	-0.7%	0%	-3%	-15%	i	-5%	30	2%
Cc1cc(S(=O)(=O)N2CCOCC2)ccc1OCC(=O)Nc1ccccc1C(F)(F)F	1%	0.3%	3%	-18%	-24%	i	-5%	8	6%
COc1ccc(CN(C)C(=O)Cn2ccc(N)nc2=O)cc1OC	-3%	-0.2%	-1%	-15%	4%	i	-6%	-4	0%
CC(=O)Nc1cccc(-c2cc(NC(C)=O)c3ncc(-c4cccc(C(C)=O)c4)n3c2)c1	.	3.1%[9.22 µM]	.	-4%	1%	i	-21%	22	.
COc1ccc(Cn2ccnc2)cc1[N+](=O)[O-]	16%	0.4%	2%	2%	-7%	i	8%	0	4%
Cc1cccc(N2C(=N)SCC2=O)c1C	0%	-0.5%	0%	1%	6%	i	-4%	26	1%
CN1CCN(S(=O)(=O)c2ccccc2)C(c2ccccc2)C1 (stereo unspecified)	0%	-0.5%	1%	0%	3%	i	8%	-2	0%
COc1cc2c(C(F)(F)F)c(-c3ccc(C#N)cc3)oc(=O)c2cc1OC	-5%	-0.2%	2%	3%	4%	i	-4%	-4	-4%
Further entries.
SMILES	MCF10A rerep	Nrf2 ARE act	A549 tox	HepG2 tox	ATXN2 expr inh	S2 tox	TGFb inhibitor	IL1B secr inh	Nrf2 block
COc1ccc(-n2c(=O)c3ccc(C(=O)NCc4ccc(C)cc4)cc3n(CC(=O)Nc3ccc(C)cc3)c2=O)cc1	.	0.1%	1%	-31%	-2%	i	-23%	.	7%
O=C(CSc1nncs1)Nc1cc(S(=O)(=O)N2CCOCC2)ccc1N1CCCC1	10%	1.3%	2%	0%	-10%	i	8%	-3	14%
CN(C)/C=N/c1nc2nccc(-c3cccc(Cl)c3)n2n1	-39%[inhibitor]	4.7%	-2%	23%	-1%	i	4%	-52*	-11%
Cc1noc(C)c1S(=O)(=O)N1CCCC(C(=O)NCC2CCCO2)C1 (stereo unspecified)	0%	3.5%	-7%	-6%	-5%	i	-2%	7	12%
CCN(c1ccccc1)S(=O)(=O)c1ccc(C(=O)Nc2cc(C)ccn2)cc1	1%	1.1%	-1%	-16%	?	i	-20%	-10	?
Cc1ccc2c(c1)[C@@H]1[C@H](CO2)[C@H](c2ccccc2)[C@@]2(C)C(=O)N[C@H](C)C(=O)N12	0%	-0.4%	3%	-13%	1%	i	-32%	4	6%
COc1cc(/C=C2/NC(=O)NC2=O)cc(Br)c1OCc1cccc(C(=O)O)c1	-2%	-0.5%	0%	12%	-2%	i	3%	5	12%
CS(=O)(=O)N1CCN(c2ncnc3c2cnn3-c2ccccc2)CC1	2%	0.3%	3%	-4%	.	i	10%	.	0%
COc1ccccc1N1CCN(C(=O)CN2C(=O)COc3ccc(S(=O)(=O)N4CCCC4)cc32)CC1	.	0.2%	-3%	-26%	3%	i	1%	.	2%
CC(C)CCn1cnc2c(NCc3ccccc3)ncnc21	0%	2.5%	-2%	-24%	44%[activator]	i	21%	-13	5%
O=C(CN1CCC(n2nnc3cc(F)ccc32)CC1)NC1CC1	1%	-0.9%	1%	-10%	3%	i	-1%	2	-6%
C/C(=N\NC(=O)CN1CCN(S(=O)(=O)c2ccc(C)cc2)CC1)c1ccncc1	2%	0.1%	3%	-5%	-23%	i	1%	25	-22%
Cc1cc(C)c(S(=O)(=O)N(C)CC(=O)NCCCn2ccnc2)c(C)c1	-20%	0.2%	-4%	15%	9%	i	4%	13	7%
Cc1ccc2c(C)c(C(=O)N3CCN(Cc4ccc5c(c4)OCO5)CC3)oc2c1C	25%	0.2%	-5%	-44%	18%	i	?	-78*	?
CCCc1nc(NCc2ccncc2)c2nnn(Cc3ccccc3F)c2n1	-2%	0.3%	3%	-25%	-11%	i	-26%	-11	-25%
CS(=O)(=O)c1ccc(C(=O)N(CCc2ccccc2)Cc2ccccc2)cc1	2%	0.9%	1%	-5%	7%	i	0%	-2	13%
COCCN(Cc1ccccc1)C(=O)C1CCN(S(=O)(=O)c2ccc3c(c2)OCCO3)CC1	2%	-0.3%	-2%	-2%	.	?	-12%	23	-13%
CC1(C(=O)NS(=O)(=O)c2ccccc2)CCN1C(=O)C1(c2ccc(Cl)cc2)CCC1 (stereo unspecified)	.	0.1%	.	1%	-1%	i	13%	30	.
Cc1nn(C)cc1CNC(=O)c1ccc(Br)o1	-22%	-1.0%	-1%	-11%	6%	i	-11%	5	.
C/C(=N/NC(=O)c1cccc(C)c1)c1c(O)cc(C)oc1=O	5%	2.5%	-8%	-3%	22%	i	27%	-8	1%

Eleven entries from above, with two lines to a compound.
Sequence of screens: MCF10A rerep, Nrf2 ARE act, A549 tox, HepG2 tox, ATXN2 expr inh, S2 tox, TGFb inhibitor, IL1B secr inh, Nrf2 block
- CC(C)CCn1cnc2c(NCc3ccccc3)ncnc21
→ 0%, 2.5%, -2%, -24%, 44%[activator], i, 21%, -13, 5%
- O=C(CN1CCC(n2nnc3cc(F)ccc32)CC1)NC1CC1
→ 1%, -0.9%, 1%, -10%, 3%, i, -1%, 2, -6%
- C/C(=N\NC(=O)CN1CCN(S(=O)(=O)c2ccc(C)cc2)CC1)c1ccncc1
→ 2%, 0.1%, 3%, -5%, -23%, i, 1%, 25, -22%
- Cc1cc(C)c(S(=O)(=O)N(C)CC(=O)NCCCn2ccnc2)c(C)c1
→ -20%, 0.2%, -4%, 15%, 9%, i, 4%, 13, 7%
- Cc1ccc2c(C)c(C(=O)N3CCN(Cc4ccc5c(c4)OCO5)CC3)oc2c1C
→ 25%, 0.2%, -5%, -44%, 18%, i, ?, -78*, ?
- CCCc1nc(NCc2ccncc2)c2nnn(Cc3ccccc3F)c2n1
→ -2%, 0.3%, 3%, -25%, -11%, i, -26%, -11, -25%
- CS(=O)(=O)c1ccc(C(=O)N(CCc2ccccc2)Cc2ccccc2)cc1
→ 2%, 0.9%, 1%, -5%, 7%, i, 0%, -2, 13%
- COCCN(Cc1ccccc1)C(=O)C1CCN(S(=O)(=O)c2ccc3c(c2)OCCO3)CC1
→ 2%, -0.3%, -2%, -2%, ., ?, -12%, 23, -13%
- CC1(C(=O)NS(=O)(=O)c2ccccc2)CCN1C(=O)C1(c2ccc(Cl)cc2)CCC1 (stereo unspecified)
→ ., 0.1%, ., 1%, -1%, i, 13%, 30, .
- Cc1nn(C)cc1CNC(=O)c1ccc(Br)o1
→ -22%, -1.0%, -1%, -11%, 6%, i, -11%, 5, .
- C/C(=N/NC(=O)c1cccc(C)c1)c1c(O)cc(C)oc1=O
→ 5%, 2.5%, -8%, -3%, 22%, i, 27%, -8, 1%
